Screening data (PubChem BioAssay)
TrxR1 inh: rat TrxR1 inhibition. recombinant rTrxR1, NADPH fluorescence consumption, selenite substrate. Potency, µM (series often up to 114 µM), inactives show top-dose activity change, negative = inhibition, most hits filed as inhibitors. actives 1% (n = 390,000). AID 588453; also: potency is read from the fitted curve at half-maximal effect; % is scaled to controls: 0 for no effect and ±100 for the full control effect; nearly all actives have a fitted effect of over 65% in size
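Rat TrxR1 (90 nM in the dispensed reagent) was pre-reduced with 400 uM NADPH for 5 min at room temperature, then incubated with compound for 15 min. After 400 uM selenite was added, NADPH fluorescence (Ex 340/Em 450 nm) was followed for 8 min.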
D2 ag: D2 dopamine receptor (human) agonism; actives 0.53% (n = 340,000); HEK293 T-REx D2 cells, calcium flux agonist mode; activation, % at 2 µM; P14416;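 active = activation over 3 SD above normal in the single-dose calcium agonist read, cut at about 30% in these data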; also: 0% is about no effect
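Tetracycline-induced HEK293 T-REx cells with force-coupled D2 receptor, plated overnight at 30 C, loaded with no-wash calcium dye. After a 10 s baseline, compound was pin-added and calcium flux read kinetically for 180 s; calcium rises flagged agonists.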
mIDH1 inhibitor: human IDH1 R132H inhibition. O75874. IDH1-R132H enzyme, NADPH consumption, diaphorase/resazurin fluorescence. Potency, µM (doses to about 76.6 µM), for inactives: top-dose activity change, negative = inhibition, usual class: inhibitors. actives 0.093% (n = 390,000). AID 602179; also: potency is read from the fitted curve at half-maximal effect; % is scaled to controls: 0 for no effect and ±100 for the full control effect; nearly all actives have a fitted effect of over 65% in size
Target sequence (O75874 whole entry R132H, stated change not applied): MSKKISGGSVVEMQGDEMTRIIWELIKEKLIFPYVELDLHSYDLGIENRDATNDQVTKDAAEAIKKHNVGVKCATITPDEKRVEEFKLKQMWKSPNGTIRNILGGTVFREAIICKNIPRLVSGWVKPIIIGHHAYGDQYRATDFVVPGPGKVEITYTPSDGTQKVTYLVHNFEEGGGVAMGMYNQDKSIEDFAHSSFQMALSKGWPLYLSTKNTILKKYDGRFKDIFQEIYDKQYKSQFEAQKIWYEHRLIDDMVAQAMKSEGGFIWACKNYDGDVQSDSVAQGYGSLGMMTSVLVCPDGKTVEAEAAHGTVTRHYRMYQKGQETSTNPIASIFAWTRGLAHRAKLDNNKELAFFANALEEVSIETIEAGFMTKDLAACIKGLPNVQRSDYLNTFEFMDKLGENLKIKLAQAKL
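IDH1-R132H (0.5 ug/mL dispensed) in pH 7.5 Tris buffer was preincubated 30 min with compound, then given a substrate mix of 0.016 mM NADPH and 2 mM alpha-KG for 80 min at room temperature; remaining NADPH was read by diaphorase/resazurin fluorescence.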
D2 antagonist: antagonists of human D2 dopamine receptor; P14416; HEK293 TREx D2 cells, calcium flux, dopamine EC80; inhibition, % at 10 µM; actives 2% (n = 340,000); AID 485344; in the data active = inhibition above about 30%; also: 0% is about no effect
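Tetracycline-induced HEK293 T-REx cells expressing D2 force-coupled to calcium signalling were dye-loaded, exposed to compound for 180 s, then challenged with an EC80 of dopamine; calcium flux was followed kinetically for a further 180 s.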
TrxR1 substrate: is turned over as a substrate by rat TrxR1. O89049. purified TrxR1 substrate turnover, NADPH consumption readout. Potency, µM (series often up to 114 µM), without a hit: at the top dose activity change, negative = substrate turnover. actives 0.01% (n = 390,000); also: potency is read from the fitted curve at half-maximal effect; % is scaled to controls: 0 for no effect and ±100 for the full control effect; nearly all actives have a fitted effect of over 50% in size
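Rat TrxR1, dispensed at 90 nM, was prereduced with 400 uM NADPH (final) for 5 min at ~22 deg C, then incubated with compound 15 min before 400 uM selenite. A first-read NADPH fluorescence drop versus no-compound background flagged substrates.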
TRHR enhancer: allosteric enhancers of human TRH receptor; TRHR cells, fluo-8 calcium fluorescence, EC20 TRH enhancement; P34981; enhancement, % at 2 µM; actives 0.66% (n = 360,000); AID 493056; in the data active = enhancement above about 30%; also: 0% is about no effect
Target sequence (P34981 whole entry, looked up): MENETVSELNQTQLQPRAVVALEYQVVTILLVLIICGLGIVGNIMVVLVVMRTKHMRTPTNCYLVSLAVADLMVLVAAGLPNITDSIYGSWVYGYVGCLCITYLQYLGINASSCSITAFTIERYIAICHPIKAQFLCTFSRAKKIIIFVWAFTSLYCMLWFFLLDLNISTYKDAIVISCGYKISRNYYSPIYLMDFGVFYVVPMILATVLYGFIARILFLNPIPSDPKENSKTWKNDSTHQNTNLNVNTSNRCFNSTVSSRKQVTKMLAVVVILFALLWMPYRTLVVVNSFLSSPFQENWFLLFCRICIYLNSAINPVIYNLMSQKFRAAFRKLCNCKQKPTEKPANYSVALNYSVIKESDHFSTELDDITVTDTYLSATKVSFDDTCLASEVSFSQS
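Enhancer read-out: after compound pinning and an initial kinetic agonist-mode read, an EC20 of TRH (10 nM final) was injected and fluo-8 calcium signal (Ex 480/Em 530) followed at 1 s/cycle for 100 cycles in TRHR-expressing cells.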
USP1 inh: inhibitors of human USP1/UAF1 deubiquitinase | O94782 | recombinant USP1/UAF1, Ub-Rhodamine cleavage fluorescence | Potency, µM (top dose mostly 57.1 µM), for inactives: top-dose activity change, negative = inhibition, actives largely listed as inhibitors | actives 0.23% (n = 390,000) | AID 743255; also: potency is read from the fitted curve at half-maximal effect; % is scaled to controls: 0 for no effect and ±100 for the full control effect; nearly all actives have a fitted effect of over 60% in size; inactives centre near -12
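In this screen, compounds sit with the deubiquitinase complex (1nM) for 15 min at room temperature before Ub-Rho is added at 150nM final. Fluorescence rise is then followed for 6 reads every 60 seconds.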
TRHR ag: agonists of human TRH receptor. AID 493084. actives 0.18% (n = 360,000). activation, % at 2 µM. P34981. TRHR cells, calcium flux fluo-8, FDSS agonist mode; in the data active = activation above about 30%; also: 0% is about no effect
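TRHR-expressing cells loaded with fluo-8 calcium dye; 23 nL library compound pin-transferred, kinetic FDSS fluorescence (Ex 480/Em 530) recorded about 180 s for agonist-induced calcium release, before a 10 nM TRH EC20 addition for potentiator mode.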
Pin1 inh: human Pin1 inhibition | Q13526 | Potency, µM (series often up to 115 µM), for inactives: at the highest dose activity, negative = inhibition, hits mostly inhibitors | actives 0.009% (n = 390,000) | Pin1 FP peptide displacement, HiFluor488, 10 min | AID 504891; active = well fitted inhibition curve with a large enough effect in the polarisation, with a control signal flat, not every such curve was filed as active; inconclusive = small, poorly fitted or top-dose-only effect, or effect the other way, or a change in a side signal; inactive = no such curve, though single readings can be large or run the other way; the % refers to the polarisation; also: potency is read from the fitted curve at half-maximal effect; % is scaled to controls: 0 for no effect and ±100 for the full control effect
Target sequence (Q13526 whole entry, looked up): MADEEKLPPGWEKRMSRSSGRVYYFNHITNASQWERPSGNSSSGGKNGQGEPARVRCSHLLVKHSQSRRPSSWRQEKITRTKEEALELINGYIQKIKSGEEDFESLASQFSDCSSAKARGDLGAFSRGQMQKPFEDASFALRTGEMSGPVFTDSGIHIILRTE
* = called active by the depositor; ? = inconclusive; nt = not tested or not shown; & = joins results of further samples; [ ] = dose if it differs, or a comment. Unless noted, calls follow the shape of the dose curve; as a rule, active = well fitted inhibition curve with a large enough effect; inconclusive = small, poorly fitted or top-dose-only effect; inactive = no such curve, though single readings can be large or run the other way. The list is partial. The share of hits here may be higher or lower than overall.

Compound,TrxR1 inh,D2 ag,mIDH1 inhibitor,D2 antagonist,TrxR1 substrate,TRHR enhancer,USP1 inh,TRHR ag,Pin1 inh
COc1ccccc1CNC(=O)[C@@H]1CCCN1C(=O)[C@@H]1Cc2ccccc2CN1C(=O)OC(C)(C)C,9%,nt,1%,nt,8%,-8,-17%,1.2,0%
c1ccc(Sc2cnc3ccccc3n2)cc1,-13%[57.1 µM],0.5,-2%,19,8%[57.1 µM],5,-8%,-0.4,3%
CC(=O)c1cccc(NC(=O)c2nc3ccccc3nc2N2CCCCC2)c1,8%[57.1 µM],nt,-6%,nt,-3%[57.1 µM],-4,-26%,-0.2,12%
Cn1cc([N+](=O)[O-])c(C(=O)N2CCCCCC2)n1,30%,0.2,10%,1,8%,-1,-14%,0.6,1%
N#CCCSc1nc(N2CCOCC2)c2c(c1C#N)CCCC2,-12%,-0.1,16%,-10,-4%,4,-4%,0.0,-8%
COC(=O)c1c(C)nsc1NC(=O)Oc1ccccc1,16%,-0.9,-9%,13,3%,-3,-11%,0.2,1%
COc1cc(NC(=O)CN2CCN(C(=O)C3CCCO3)CC2)c(OC)cc1Cl (stereo not drawn),-14%,3.5,10%,-1,-15%,5,1%,0.3,-5%
O=C(NN=C(Cc1ccccc1)Cc1ccccc1)c1ccccc1O,1%[57.1 µM],0.2,9%,-3,1%[57.1 µM],-1,-17%,0.1,-7%
CC(=O)c1ccc(NC(=S)NC(=O)Cc2ccc(Cl)cc2)cc1,17%,4.2,-1%,-8,3%,-5,-15%,9.2,-2%
Cc1cccc(SCc2noc(C(=O)NCC3CCCO3)c2C(=O)O)c1 (stereo not drawn),14%[57.1 µM],-1.1,-15%,1,7%[57.1 µM],3,-13%,0.3,-1%
Cc1noc(C)c1CN1C(=O)NC(Cc2ccccc2)(Cc2ccccc2)C1=O,4%[57.1 µM],0.2,1%,18,-5%[57.1 µM],-2,-11%,6.3,1%
CCC(C)(C)C1CCc2[nH]nc(C(=O)NC(C)C)c2C1 (stereo not drawn),9%[57.1 µM],2.5,-6%,9,7%[57.1 µM],3,-18%,-0.5,-1%
CCOCCCNC(=O)c1cn(CC)c2ccc(S(=O)(=O)N3CCOCC3)cc2c1=O,11%&5%,0.0,1%&8%,nt,-4%&-3%,-2&12,-14%&-9%,0.3&0.6,0%&0%
CCOC(=O)/C=C1\SCC(=O)N1CC(=O)Nc1ccc(OC)c(OC)c1,6%,1.2,-4%,-3,6%,11,-6%,0.5,20%
CCc1ccc(C(=O)NC(C(=O)NCC2CCCO2)C(C)C)cc1 (stereo not drawn),-11%,0.4,-5%,-4,-10%,-6,-5%,0.0,-10%
CC1CC(=O)N(CC(=O)Nc2cccc(Cl)c2)c2ccccc2S1(=O)=O (stereo not drawn),16%,0.2,0%,5,-1%,-9,-10%,0.3,-8%
OCC1(CC2CCCCO2)CCN(Cc2cccc(O)c2)CC1 (stereo not drawn),15%,0.2,5%,-7,-2%,-3,-4%,0.7,0%
Cc1ccc(CNC(=O)CN2C(=O)CCc3cc(S(=O)(=O)N4CCCCC4)ccc32)cc1,2%[57.1 µM],nt,20%,nt,1%[57.1 µM],-3,-23%,-1.0,-10%
O=C(O)CC(NCc1ccco1)C(=O)Nc1cccc(O)c1 (stereo not drawn),9%,-0.7,0%,-4,4%,-14,-20%,-0.6,-3%
CCN(CC(=O)Nc1cc(C)on1)CC(=O)Nc1ccccc1C(F)(F)F,-12%,nt,4%,nt,-6%,-4,4%,-0.3,2%

Reprinted from the part before: 4 compounds; new compounds follow.
Compound,TrxR1 inh,D2 ag,mIDH1 inhibitor,D2 antagonist,TrxR1 substrate,TRHR enhancer,USP1 inh,TRHR ag,Pin1 inh
OCC1(CC2CCCCO2)CCN(Cc2cccc(O)c2)CC1 (stereo not drawn),15%,0.2,5%,-7,-2%,-3,-4%,0.7,0%
Cc1ccc(CNC(=O)CN2C(=O)CCc3cc(S(=O)(=O)N4CCCCC4)ccc32)cc1,2%[57.1 µM],nt,20%,nt,1%[57.1 µM],-3,-23%,-1.0,-10%
O=C(O)CC(NCc1ccco1)C(=O)Nc1cccc(O)c1 (stereo not drawn),9%,-0.7,0%,-4,4%,-14,-20%,-0.6,-3%
CCN(CC(=O)Nc1cc(C)on1)CC(=O)Nc1ccccc1C(F)(F)F,-12%,nt,4%,nt,-6%,-4,4%,-0.3,2%
CC(=O)N1CCN(Cc2nc3cc(NC(=O)c4ccccc4Cl)ccc3n2C)CC1,24%[57.1 µM],0.9,6%,10,12%[57.1 µM],8,-21%,0.4,-9%
COc1cc(-c2cc(=O)c3c(O)cc(O)cc3o2)ccc1O,-5%,-0.2,-5%,2,-8%,25,?,0.5,?
Cc1ccc(S(=O)(=O)N2CCN(c3ccc([N+](=O)[O-])c(NCCN4CCOCC4)c3)CC2)cc1,-10%,nt,-2%,nt,-9%,-12,-10%,0.0,2%
N#Cc1nc(Cc2ccccc2)oc1N1CCC(C(N)=O)CC1,-2%,-0.6,5%,-15,0%,0,-14%,-0.2,16%
COc1ccc(-c2cc(C(=O)NCC3CCCO3)c3cc(C)ccc3n2)cc1 (stereo not drawn),7%[57.1 µM],-0.4,6%,-4,21%[57.1 µM],-2,-11%,-0.6,?
O=C(NNC(=O)c1cc(OCC(F)(F)F)ccc1OCC(F)(F)F)c1cccc(C(F)(F)F)c1,7%[57.1 µM],0.3,-1%,10,-1%[57.1 µM],-2,-15%,-0.7,-2%
Cc1ccc(Cn2nnc3c(=O)[nH]c(C4CCCN(C(=O)Nc5ccc(F)cc5)C4)nc32)cc1 (stereo not drawn),8%,0.6,-1%,3,-3%,7,4%,0.4,1%
O=C(COC(=O)c1ccc2ncsc2c1)Nc1cc(Cl)ccc1F,-1%,-1.3,5%,-1,-1%,-1,-17%,-0.5,0%
COc1cccc(NC(=O)CN2C(=O)c3cccc4cccc2c34)c1,10%,-1.3,-9%,nt,17%,3,-20%,-1.2,17%
CCOC(=O)N/N=C/c1c(F)cccc1F,-3%,0.1,4%,-13,-5%,7,-19%,-0.1,-29%
N#Cc1ccc(CN2CCN(C(=O)c3cc(C4CC4)nn3-c3ccccc3)CC2)cc1,-15%,-0.9,2%,-15,1%,-11,-8%,-1.3,1%
COc1cc(-c2nc(CN(C)Cc3nnc(C)o3)c(C)o2)ccc1F,6%,0.7,-2%,11,-2%,8,-14%,0.3,-4%
c1ccc(CNc2ccc3c(c2)ncn3C2CCCCC2)nc1,8%,0.8,-2%,0,6%,1,-19%,0.4,-1%
COc1ccc(NC(C)C(=O)Nc2cccc(S(=O)(=O)N3CCOCC3)c2)cc1OC (stereo not drawn),-8%,nt,0%,nt,-5%,nt,-1%,nt,5%
Cc1ccc(C(=O)Nc2cc3ccccc3oc2=O)cc1,51%[activator],2.4,-5%,9,77%[activator],-4,-17%,0.8,19%
Cc1nc(CCNC(=O)CC2C(=O)NCCN2Cc2ccc(F)cc2)sc1C (stereo not drawn),-8%[57.1 µM],-1.6,9%,-32,1%[57.1 µM],-4,-28%,0.9,-9%
COc1ccc2c(c1)CCc1c(C(=O)Nc3c(C)nn(Cc4ccc(C)cc4)c3C)noc1-2,-5%,-1.0,6%,nt,1%,20,-3%,-1.8,8%
O=C1NC2(CCCCC2)C(=O)N1CCN1C(=O)c2ccccc2C1=O,-5%[57.1 µM],1.7,4%,8,-5%[57.1 µM],5,-13%,0.6,2%
Cc1ccccc1S(=O)(=O)N1C[C@H]2CON(C)[C@H]2C[C@H]1c1cccc(N2CCOCC2)c1,20%,nt,-10%,nt,4%,nt,-18%,nt,-8%
Cc1nn(CC(=O)N2CCCC2)c(=O)c2cc3cc(F)ccc3n12,9%,-0.5,-9%,8,12%,-3,-26%,-0.2,-2%
CCCn1cc(S(=O)(=O)c2ccc(OC)cc2)c(=O)c2cc(OC)ccc21,33%,-0.4,-6%,0,7%,1,-11%,-0.4,-1%
O=C(NCCOCc1ccc(Cl)cc1)c1ncn[nH]1,-1%,-0.2,10%,10,-5%,1,-8%,-0.2,3%

Record cards (already shown). Values in the order: TrxR1 inh | D2 ag | mIDH1 inhibitor | D2 antagonist | TrxR1 substrate | TRHR enhancer | USP1 inh | TRHR ag | Pin1 inh
Cc1nn(CC(=O)N2CCCC2)c(=O)c2cc3cc(F)ccc3n12 across the screens: 9% | -0.5 | -9% | 8 | 12% | -3 | -26% | -0.2 | -2%
Cc1ccccc1S(=O)(=O)N1C[C@H]2CON(C)[C@H]2C[C@H]1c1cccc(N2CCOCC2)c1 across the screens: 20% | nt | -10% | nt | 4% | nt | -18% | nt | -8%
